From PubChem
CHX counter: counter-screen for Shiga toxin inhibitors: cycloheximide protein synthesis inhibition | cell reporter, cycloheximide protein synthesis inhibition counterscreen | AID 2314 | 300,000 compounds, 12% hits | max response, %; in the data active means max response mostly above about 13%, no sharp cut-off; inactive means mostly below about 14%; further: read at 38.3 µM for the half of the compounds with a filed dose; 0% is about no effect
Shiga inhibitor: Shiga toxin inhibition. Vero cells, Shiga toxin protein synthesis inhibition reporter. 290,000 compounds, 9.2% hits. inhibition, % at 38.7 µM. AID 2315; in the data active means inhibition mostly above about 28%, no sharp cut-off; inactive means mostly below about 43%; further: 0% is about no effect
LmPK inh: inhibitors of Leishmania mexicana pyruvate kinase | Q27686 | Potency, µM (titrated, usually from 57.5 µM), for inactives: at the highest dose activity change, negative = inhibition, hits mostly inhibitors | purified LmPK, Kinase-Glo ATP luminescence, 1 h | 290,000 compounds, 0.37% hits; further: potency means the concentration at half of the fitted maximal effect; on the % scale 0 is the no-effect control and ±100 the full control effect
Target sequence (Q27686 whole entry, looked up): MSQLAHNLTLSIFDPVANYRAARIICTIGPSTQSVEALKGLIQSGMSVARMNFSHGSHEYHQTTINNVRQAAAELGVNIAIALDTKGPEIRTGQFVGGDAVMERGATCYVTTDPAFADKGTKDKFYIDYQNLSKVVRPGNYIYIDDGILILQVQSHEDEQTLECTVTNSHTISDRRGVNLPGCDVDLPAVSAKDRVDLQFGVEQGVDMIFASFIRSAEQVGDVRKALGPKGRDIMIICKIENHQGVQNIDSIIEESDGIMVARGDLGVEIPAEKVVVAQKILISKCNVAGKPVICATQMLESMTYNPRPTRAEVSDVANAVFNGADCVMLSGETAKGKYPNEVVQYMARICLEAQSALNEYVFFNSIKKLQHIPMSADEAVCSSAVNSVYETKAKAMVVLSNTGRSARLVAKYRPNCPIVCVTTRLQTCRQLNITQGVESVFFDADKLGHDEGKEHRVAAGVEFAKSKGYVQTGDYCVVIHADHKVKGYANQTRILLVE
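In 50 mM imidazole pH 7.2 with 7 mM MgCl2, LmPK (0.1 nM) turned over PEP (0.5 mM) and ADP (0.1 mM) for 1 h at room temperature. Luciferase read-out of ATP.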
Pf growth 48h: P. falciparum growth inhibition at 48 hours (one generation) | Potency, µM (doses to about 28.7 µM), for the others: top-dose activity change, negative = inhibition, most hits filed as inhibitors | 310,000 compounds, 5.9% hits | AID 504832 | P. falciparum luciferase growth in erythrocytes, 48 h; further: potency means the concentration at half of the fitted maximal effect; on the % scale 0 is the no-effect control and ±100 the full control effect
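Growth was read as firefly luciferase luminescence after a 48 h, 37 C, 5% CO2 exposure of compounds to reporter-bearing P. falciparum cultures (0.1% parasitemia, 2% hematocrit final) in Albumax-supplemented RPMI 1640.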
Tb PYK inh: inhibitors of Trypanosoma brucei pyruvate kinase | Q57TT1 | TbPYK enzyme, Kinase-Glo Plus ATP luminescence, 45 min | Potency, µM (highest dose often 76.8 µM), for the others: top-dose activity, negative = inhibition, actives largely listed as inhibitors | 410,000 compounds, 0.12% hits; further: potency means the concentration at half of the fitted maximal effect; on the % scale 0 is the no-effect control and ±100 the full control effect; nearly all actives have a fitted effect of over 50% in size
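TbPYK + substrate in 50 mM TEA pH 7.2, 100 mM KCl, 10 mM MgCl2, 0.05% BSA, 0.01% Tween-20; cpd pinned; ADP 130 uM final; 45 min RT; Kinase-Glo Plus 10 min; luminescence endpoint.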
Pf growth 96h: P. falciparum growth inhibition at 96 hour, primary screen for plastid delayed-death inhibitors; P. falciparum luciferase reporter growth, 96 h; Potency, µM (top dose mostly 28.7 µM), inactives show at the top dose activity change, negative = inhibition, actives largely listed as inhibitors; 320,000 compounds, 6.9% hits; further: potency means the concentration at half of the fitted maximal effect; on the % scale 0 is the no-effect control and ±100 the full control effect
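Parasite growth measured via integrated firefly luciferase reporter in P. falciparum. Infected erythrocytes at 2% hematocrit, 0.05% parasitemia final were treated 96 hours at 37 C under 5% CO2, and luminescence was read.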
HCV inhibitor: HCV inhibition; Huh7.5.1 HCVcc-Cre infection, luciferase reporter, 44 h; Potency, µM (titrated, usually from 41.8 µM), for the others: top-dose activity change, negative = inhibition, hits mostly inhibitors; 340,000 compounds, 3.4% hits; AID 651820; further: potency means the concentration at half of the fitted maximal effect; on the % scale 0 is the no-effect control and ±100 the full control effect
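Infectious HCVcc-Cre (~0.5 moi) was added to cells just after compound, with cells seeded 4 h earlier at 1,000 per well. Luciferase activity after 44 h culture reported infection; substrate was incubated 15 min at room temperature before reading.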
Active calls of the source: *; [ ] = remark or other dose. Unless noted, the call rests on the fitted dose curve; in most records, active means well fitted curve in the direction sought with a large enough effect; inconclusive means small, poorly fitted or top-dose-only effect, or another doubt; inactive means no such curve, though single readings can be large; an effect the other way counts as inactive or inconclusive.

For CCn1cc([N+](=O)[O-])c(C(=O)N2CCCc3ccccc32)n1 the results were CHX counter 1, Shiga inhibitor -4, LmPK inh -3%, Pf growth 48h 3%, Tb PYK inh 0%, Pf growth 96h 33%[activator] and HCV inhibitor 15%.
`O=C(NN1CCOCC1)NC12CC3CC(CC(C3)C1)C2` gave CHX counter 0, Shiga inhibitor 11, LmPK inh 1%, Pf growth 48h inconclusive, Tb PYK inh -3%, Pf growth 96h inconclusive and HCV inhibitor 22%.
CSCC[C@H](NC(=O)NCCc1ccc(F)cc1)C(=O)O was read as CHX counter -2, Shiga inhibitor -20, LmPK inh -2%, Tb PYK inh -4%, Pf growth 96h 23% and HCV inhibitor 14%.
Screening CC(C)(C)NC(=O)C(c1ccncc1)N(Cc1cccs1)C(=O)Cn1nnc(-c2ccc(F)cc2)n1 (configuration not stated) returned CHX counter -2, Shiga inhibitor -5, LmPK inh 0%, Pf growth 48h inconclusive, Tb PYK inh -10%, Pf growth 96h inconclusive and HCV inhibitor inconclusive.
`C=CCNc1ccc(F)c(F)c1N1CCCCCC1=O` gave CHX counter 16, Shiga inhibitor 29, LmPK inh 1%, Pf growth 48h 9%, Tb PYK inh -8%, Pf growth 96h 1% and HCV inhibitor 2%.
COc1ccc(NC(=O)CN(C)C(=O)CCSc2ccc(F)cc2)cc1 was read as Pf growth 48h -3%, Tb PYK inh 21%, Pf growth 96h 11% and HCV inhibitor -39%.
`OC1(c2ccc(Br)cc2)CCN(Cc2cccc(Br)c2)CC1` gave CHX counter 9, Shiga inhibitor 1, LmPK inh 0%, Pf growth 48h inconclusive, Tb PYK inh 4%, Pf growth 96h 4.7µM* and HCV inhibitor -17%.
Screening c1ccc(-c2ccc(-c3nc(-c4cccnc4)no3)cc2)cc1 returned CHX counter 33*, Shiga inhibitor 35, LmPK inh 8%, Tb PYK inh -5%, Pf growth 96h 14% and HCV inhibitor inconclusive.
Screening CCn1c(C(=O)N2CCC(C(=O)NCc3ccc(OC)cc3)CC2)cc2sccc21 returned CHX counter 10, Shiga inhibitor -4, LmPK inh -2%, Pf growth 48h 0%, Tb PYK inh -6%, Pf growth 96h inconclusive and HCV inhibitor -29%.
For O=C(c1cc(-c2ccncc2)nc2ccc(Cl)cc12)N1CCN(C(=O)C2CCCO2)CC1 (configuration not stated) the results were CHX counter -3, Shiga inhibitor -8, LmPK inh 3%, Pf growth 48h -16%, Tb PYK inh -3%, Pf growth 96h 7% and HCV inhibitor 7%.
CCOc1cc(S(=O)(=O)N2CCC(C(N)=O)CC2)ccc1F was read as CHX counter -3, Shiga inhibitor -8, LmPK inh 12%, Pf growth 48h 18%, Tb PYK inh 3% and HCV inhibitor 10%.
For COc1ccc(C(C(=O)NCC2CCCO2)N(C(=O)CNC(=O)c2ccco2)c2cc(C)ccc2C)cc1OC (configuration not stated) the results were CHX counter -1, Shiga inhibitor 13, LmPK inh 7%, Pf growth 48h inconclusive, Tb PYK inh -2%, Pf growth 96h -7% and HCV inhibitor 7%.
For CCOc1ccc(CCNC(=O)COC(=O)c2cccnc2Cl)cc1OCC the results were Pf growth 48h inconclusive, Tb PYK inh 5%, Pf growth 96h 10% and HCV inhibitor -18%.
`CN(C)S(=O)(=O)c1ccc(C(=O)NCc2ccccc2)cc1` gave CHX counter -4, Shiga inhibitor -1, LmPK inh -3%, Pf growth 48h 36%[activator], Tb PYK inh -3%, Pf growth 96h 10% and HCV inhibitor -15%.
For O=C(O)CSC1CC(=O)N(c2cccc(Cl)c2)C1=O (configuration not stated) the results were CHX counter -2, Shiga inhibitor -14, LmPK inh 3%, Tb PYK inh 1%, Pf growth 96h 6% and HCV inhibitor 18%.
`CCOC(=O)c1sc(N=NC2=C(O)CC(C)(C)CC2=O)c(C(=O)OCC)c1C` gave CHX counter 9, Shiga inhibitor -13, LmPK inh -7%, Pf growth 48h 3%, Tb PYK inh -3%, Pf growth 96h 2% and HCV inhibitor -4%.
`O=C(c1ccco1)N1CCN(C(=O)N2CCOCC2)CC1` gave CHX counter 10, Shiga inhibitor 7, LmPK inh 1%, Pf growth 48h 38%[activator], Tb PYK inh -2%, Pf growth 96h 36%[activator] and HCV inhibitor 12%.
`O=C(O)CCC(=O)Nc1sc2c(c1C(=O)Nc1cccc3ccccc13)CCCCC2` gave CHX counter 20, Shiga inhibitor 23, LmPK inh -7%, Pf growth 48h 6%, Tb PYK inh -10%, Pf growth 96h inconclusive and HCV inhibitor 22%.
For Cc1nn(-c2ccccc2)c(C)c1C(=O)NCc1ccc(F)cc1 the results were CHX counter 0, Shiga inhibitor -3, LmPK inh 3%, Pf growth 48h -8%, Tb PYK inh 1%, Pf growth 96h 12% and HCV inhibitor 5%.
Screening CCOc1ccccc1NC(=O)NC1CC2CCCC(C1)N2Cc1nnnn1CCc1ccccc1 (configuration not stated) returned CHX counter -6, Shiga inhibitor -26, LmPK inh 3%, Pf growth 48h -26%, Tb PYK inh -1%, Pf growth 96h inconclusive and HCV inhibitor inconclusive.
CCOC(=O)Cn1c(CN2CCc3ccccc3C2)nc2c1c(=O)n(C)c(=O)n2C was read as CHX counter -3, Shiga inhibitor -10, LmPK inh 3%, Pf growth 48h -15%, Tb PYK inh -10%, Pf growth 96h -17% and HCV inhibitor inconclusive.
For COc1ccc(CN2CCN(C(=O)Cn3ncn4cccc4c3=O)CC2)c(OC)c1OC the results were CHX counter -3, Shiga inhibitor 3, LmPK inh -2%, Pf growth 48h -4%, Tb PYK inh 3%, Pf growth 96h inconclusive and HCV inhibitor inconclusive.
Screening CCOc1cc(CNCc2ccncc2)cc(Br)c1OCc1ccc(F)cc1 returned CHX counter -1, Shiga inhibitor -13, LmPK inh 3%, Pf growth 48h inconclusive, Tb PYK inh -1%, Pf growth 96h inconclusive and HCV inhibitor 10µM*.
For CCOC(=O)c1ccc(N=c2sc(C(=O)OC)cc(=O)n2C2CC2)cc1 the results were CHX counter 1, Shiga inhibitor -3, LmPK inh -1%, Pf growth 48h 4%, Tb PYK inh -5%, Pf growth 96h -10% and HCV inhibitor -5%.
`CCCCC(=O)Nc1nnc(-c2ccco2)o1` gave CHX counter 2, Shiga inhibitor -10, LmPK inh 4%, Pf growth 48h 33%[activator], Tb PYK inh 6%, Pf growth 96h 47%[activator] and HCV inhibitor 28%.
CCOc1ncccc1C(=O)Nc1ccc(OC)c(S(=O)(=O)N2CCCCC2)c1 was read as CHX counter 6, Shiga inhibitor -2, LmPK inh 2%, Pf growth 48h -30%, Tb PYK inh -2%, Pf growth 96h -29% and HCV inhibitor inconclusive.
Cc1cccc(CSc2nncc(=O)[nH]2)c1 was read as CHX counter -3, Shiga inhibitor 12, LmPK inh -6%, Pf growth 48h -6%, Tb PYK inh -5%, Pf growth 96h -5% and HCV inhibitor 0%.
`Cc1cccc(NC(=S)N(c2ccccc2)C(C)C)c1C` gave CHX counter 6, Shiga inhibitor 1, LmPK inh 2%, Pf growth 48h -13%, Tb PYK inh -4%, Pf growth 96h -21% and HCV inhibitor 2%.
For CNC(=S)N(C)/N=C1/C(=O)N(Cc2c(Cl)cccc2Cl)c2ccccc21 the results were Pf growth 48h inconclusive, Tb PYK inh -3%, Pf growth 96h inconclusive and HCV inhibitor 13µM*.
`CCOC(=O)c1ccc(N2C(=O)c3n[nH]c(C)c3C2c2ccco2)cc1` (configuration not stated) gave CHX counter 6, Shiga inhibitor -6, LmPK inh 0%, Pf growth 48h -18%, Tb PYK inh 2%, Pf growth 96h 27%[5.75 µM] and HCV inhibitor -1%.
Screening C/C(=N\Nc1ccccc1)c1c(O)cc(C)oc1=O returned CHX counter 5, Shiga inhibitor 26, LmPK inh 19%, Pf growth 48h 464%[activator], Tb PYK inh -5%, Pf growth 96h 13% and HCV inhibitor 12%.
Screening CCOc1ccc(-n2nc3c(=O)n(CCN4CCCCC4)nc(C)c3c2C)cc1 returned CHX counter -3, Shiga inhibitor 16, LmPK inh 1%, Pf growth 48h -3%, Tb PYK inh 8%, Pf growth 96h -26% and HCV inhibitor -13%.
CCCNC(=O)c1ccc(N(Cc2ccccc2)S(C)(=O)=O)cc1 was read as CHX counter -1, Shiga inhibitor 1, LmPK inh 4%, Pf growth 48h 7%, Tb PYK inh 2% and HCV inhibitor 5%.
`CCOc1ccc(CCNC(=O)c2ccc(C)c(N3CCCC3=O)c2)cc1OCC` gave CHX counter 8, Shiga inhibitor -8, LmPK inh 2%, Pf growth 48h inconclusive, Tb PYK inh -6%, Pf growth 96h -4% and HCV inhibitor inconclusive.
`O=C(OCC(=O)N1CCCC1)c1c(Cl)ccc(Cl)c1Cl` gave CHX counter -1, Shiga inhibitor 20, LmPK inh 2%, Pf growth 48h 6%, Tb PYK inh 0%, Pf growth 96h 18% and HCV inhibitor 3%.
Nc1cc(-c2ccc(Br)cc2)[nH]n1 was read as CHX counter 11*, Shiga inhibitor 25, LmPK inh 4%, Pf growth 48h 56%[activator], Tb PYK inh -3%, Pf growth 96h 1.9µM* and HCV inhibitor 10%.
C=CCC(C=C)[N+]1(CC(=O)OC)CCCCC1 (configuration not stated) was read as CHX counter 8, Shiga inhibitor 37, LmPK inh 2%[11.5 µM], Pf growth 48h 27%, Tb PYK inh 1%, Pf growth 96h inconclusive and HCV inhibitor -2%.
